# HIF-2a inh: HIF-2a inhibition; inhibition, % at 18.8 µM; AID 624352; 360,000 compounds, 0.72% hits; 786-0 RCC cells HIF-2a reporter, luciferase luminescence, overnight;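 active = inhibition of the luminescence signal of 40% or more relative to plate controls, in a single-dose primary screen at 18.75 µM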
# NR2E3 ag-1: agonists of human nuclear receptor NR2E3. GST-NR2E3/biotin-RetCOR TR-FRET, 1536-well. AID 2300. inhibition of corepressor binding, % at 4.78 µM. 320,000 compounds, 0.12% hits. Q9Y5X4;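 active = percent inhibition above the cutoff of mean plus 3 SD of all tested compounds, set per screening campaign, cut at about 20% in these data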;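 note: 0% = DMSO wells and 100% = biotin wells as full block of FRET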
# Target sequence (Q9Y5X4 whole entry, looked up): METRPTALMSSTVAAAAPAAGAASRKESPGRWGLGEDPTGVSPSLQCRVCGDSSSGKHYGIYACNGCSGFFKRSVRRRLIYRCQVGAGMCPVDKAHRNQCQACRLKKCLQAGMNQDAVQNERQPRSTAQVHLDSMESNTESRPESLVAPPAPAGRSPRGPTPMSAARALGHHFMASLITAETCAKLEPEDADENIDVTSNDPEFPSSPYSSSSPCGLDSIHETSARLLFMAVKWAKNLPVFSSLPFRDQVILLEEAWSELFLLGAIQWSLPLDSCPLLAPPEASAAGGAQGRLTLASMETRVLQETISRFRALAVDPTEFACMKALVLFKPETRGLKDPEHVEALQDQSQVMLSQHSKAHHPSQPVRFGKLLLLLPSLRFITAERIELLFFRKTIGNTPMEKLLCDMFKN
#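 System: GST-tagged NR2E3 plus biotinylated RetCOR corepressor; Buffer or medium: pH 7.5 Tris-based buffer; Probe or stimulus: RetCOR corepressor, biotinylated, 7 nM; Doses: compound at 4.8 µM, single dose; Schedule: 5 h incubation at 4 °C; Technique: time-resolved FRET; Evaluation: percent inhibition of TR-FRET ratio; Replication: one well per compound, singlicate testing.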
# Shn3 inh set2: Schnurri-3 reporter inhibition in Clone20 osteoblasts; Clone20 osteoblast Shn3 3'UTR firefly luciferase, 24 h; inhibition, % at 12.5 µM; 360,000 compounds, 0.52% hits;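 active = mean inhibition of at least 75% with every replicate also reaching 75%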;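 note: 0% = median of neutral control wells and 100% = pilot-screen positive control compound; some compounds past the cut are filed as inactive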
# NR2E3 ag-2: human photoreceptor-specific nuclear receptor agonism | inhibition of corepressor binding, % at 3.98 µM | AID 602229 | Q9Y5X4 | 360,000 compounds, 0.35% hits | CHO-S Gal4-NCOR/VP16-NR2E3 two-hybrid, luciferase;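 active = inhibition above the mean of all tested compounds plus 3 SD, cut at about 70% in these data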;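 note: 0% = DMSO with NR2E3 transfected cells and 100% = cells lacking NR2E3 construct; higher means lower luciferase signal from less NR2E3 corepressor binding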
# TWEAK-Fn14 inh: TWEAK-Fn14 signaling inhibition | TWEAK-stimulated Fn14 reporter cells, luciferase luminescence, 8 h | inhibition, % at 10 µM | 360,000 compounds, 2% hits | AID 1159606; in the data active = inhibition above about 50%
# KKLEB tox: counter-screen for CF NF-kB inhibitors: cytotoxicity; KKLEB CF airway cells viability, ATPlite luminescence, overnight; active compounds read low; cells stimulated with P. aeruginosa culture filtrate; activity change (cytotoxicity), % at 5 µM; 360,000 compounds, 0.36% hits; AID 602141;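 active = corrected activity change at or below -50% at 5 µM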
# hiPSC survival: increases survival of single human iPS cells. 360,000 compounds, 0.044% hits. survival enhancement, % at 20 µM. hiPSC single-cell survival, ATPlite luminescence; 100% = ROCK inhibitor wells, 0% = DMSO; in the data active = survival enhancement above about 18%;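 note: cells exposed to compounds for 16 hours before the ATP read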
# Peg3 promoter: Peg3 promoter activity inhibition | 360,000 compounds, 1.7% hits | HeLa PEG-Prom luciferase reporter, luminescence, overnight | inhibition, % at 20 µM | AID 588405;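 active = inhibition of at least 50% at 20 µM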
# aDG glyco act: increases alpha dystroglycan glycosylation. Pro5-aDG cells, alpha-DG glycosylation AlphaScreen (IIH6); 0% Pro5, 100% B10-LARGE cell signal. 360,000 compounds, 0.22% hits. activation, % at 10 µM;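 active = activation of at least 8% versus controls, or a plate z-score of at least 8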;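 note: Pro5 are CHO cells carrying HIG-tagged alpha-DG that lacks glycosylation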
# TRPM1 prom inh: inhibitors of MITF-driven TRPM1 promoter in melanoma cells; SK-MEL-5 TRPM1 promoter luciferase, 24 h; 330,000 compounds, 0.83% hits; inhibition, % at 12.5 µM;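 active = mean inhibition across replicates of 60% or more, whatever share of single replicates reaches that level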; note: values of inactives mirror those of a sister screen read the other way
# CF NFkB inh: blocks PAF-induced NF-kB reporter in cystic fibrosis cells; KKLEB NF-kB-GFP reporter, GFP fluorescence overnight; inhibition, % at 5 µM; 360,000 compounds, 0.86% hits;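 active = at least 50% inhibition at 5 µM, scaled per plate between neutral and stimulator controls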;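 note: PAF is a Pseudomonas aeruginosa culture filtrate used as stimulus; plate controls were PAF-stimulated DMSO wells for no effect and unstimulated DMSO wells for full effect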
# * hit, by the source's call; nt = not tested or not shown.
SMILES,HIF-2a inh,NR2E3 ag-1,Shn3 inh set2,NR2E3 ag-2,TWEAK-Fn14 inh,KKLEB tox,hiPSC survival,Peg3 promoter,aDG glyco act,TRPM1 prom inh,CF NFkB inh
O=C(CSc1nc(-c2ccccc2)c(-c2ccccc2)[nH]1)N1CCN(S(=O)(=O)c2ccccc2)CC1,11,-2,25,-2,22,14,6.6,17,-0.1,-12,-6
CCc1ccc2[nH]c(=O)c(C(c3nnnn3CC3CCCO3)N3CCN4CCCC4C3)cc2c1 (stereo not drawn),-1,-6,18,-19,29,-6,4.1,7,0.1,-4,-14
CC(C)c1nnc(NC(=O)CCC(=O)N2CCN(Cc3ccccc3)CC2)s1,4,4,9,4,-3,3,-3.1,4,-0.1,2,-10
Cc1ccc(C(=O)C(OC(=O)CN2C(=O)c3ccccc3C2=O)c2ccccc2)cc1 (stereo not drawn),-9,1,-16,-22,5,6,1.3,-15,-0.2,-5,9
O=C(NCc1ccc2c(c1)OCO2)c1ccc(S(=O)(=O)N2CCCCC2)cc1,7,-1,2,-28,11,3,-0.1,12,0.4,2,-10
O=C(CSc1nc(NS(=O)(=O)c2ccccc2)cc(=O)[nH]1)Nc1cccc(C(F)(F)F)c1,0,nt,-4,11,-4,-2,-0.2,0,0.0,-1,6
Cc1nn2c(=S)[nH]nc2[nH]c1=O,9,2,-4,0,-8,4,-0.3,-6,0.0,-2,-17
CC(=O)N1CCN(c2ccc(NC(=O)c3ccc(Cl)c([N+](=O)[O-])c3)cc2)CC1,-18,-2,-29,-17,1,6,1.1,-20,0.0,-19,8
O=C(Oc1ccccc1)c1cc2ccccc2oc1=O,5,-1,6,-8,3,7,1.2,-1,0.3,-8,1
COc1ccc(N2C(=O)C3CCCN3C2c2cc(OC)c(OC)cc2OC)cc1 (stereo not drawn),0,-2,10,-22,8,5,0.1,7,-0.1,-8,5
CCOC(=O)C1(CCOc2ccccc2)CCN(S(=O)(=O)N(C)C)CC1,-8,2,8,-9,7,-2,-0.3,-30,-0.1,-10,-6
COc1cccc(C#Cc2ccc3c(c2)O[C@H](CN(C)C)[C@@H](C)CN([C@@H](C)CO)S3(=O)=O)c1,3,nt,-31,0,3,-9,1.8,16,0.7,nt,20
Cc1c(C(=O)N2CCC2)oc2ccc(Cl)cc12,-164,nt,-11,-27,-27,-6,-1.8,-117,0.3,-22,-16
CCN1CCN(C(=O)C2CCN(S(=O)(=O)c3ccc(SC)cc3)CC2)CC1,12,0,10,-11,-5,7,-0.2,-3,0.0,-18,3
CC(C)Cn1c(SCC(=O)Nc2cccc(S(N)(=O)=O)c2)nc2ccccc2c1=O,20,0,-7,3,3,8,0.4,9,0.1,4,-19
Cc1cc(C)n(-c2nc3c(c(=O)[nH]c(=O)n3C)n2CC(O)COc2ccccc2)n1 (stereo not drawn),12,-4,7,-37,0,1,-1.9,9,0.3,2,-8
Cc1ccc(CNC(=O)/C=C/c2ccc(S(=O)(=O)N3CCOCC3)cc2)cc1,5,-3,19,-13,9,1,1.8,-4,0.7,1,-6
CC(C)N(C)S(=O)(=O)c1ccc(Cl)c(C(=O)O)c1,24,1,2,-16,-19,-3,-0.4,7,0.0,-3,1
Cc1nn(CC(=O)N(C)c2c(N)n(Cc3ccccc3)c(=O)[nH]c2=O)c(C)c1[N+](=O)[O-],11,6,12,-1,4,-8,-0.4,4,-0.1,-2,21
Cc1cccc(NC(=O)CCCn2c(=S)[nH]c3ccccc3c2=O)c1,2,-1,7,3,-8,-3,0.1,-4,0.2,10,0
O=C(CN(c1cccc([N+](=O)[O-])c1)S(=O)(=O)c1ccccc1)NCc1cccnc1,10,6,-14,15,1,9,-0.4,18,0.0,-4,-9
Cc1cccc(/C=N/Nc2ccc3ccccc3n2)c1,52*,2,49,36,93*,-48,-3.2,67*,0.1,76*,-21
CCCCCCN1CCN(C2CN(Cc3cn(CCCCCC)nn3)S(=O)(=O)C2)CC1 (stereo not drawn),7,nt,nt,3,7,nt,-1.0,nt,0.0,nt,nt
COc1ccc(N2CCN(C(=O)NC3CC(=O)N(c4ccc(OC)cc4)C3)CC2)cc1 (stereo not drawn),15,1,12,-3,8,2,0.3,0,-0.1,2,3

# Pulled by structure from the list above (2):
SMILES,HIF-2a inh,NR2E3 ag-1,Shn3 inh set2,NR2E3 ag-2,TWEAK-Fn14 inh,KKLEB tox,hiPSC survival,Peg3 promoter,aDG glyco act,TRPM1 prom inh,CF NFkB inh
Cc1cccc(NC(=O)CCCn2c(=S)[nH]c3ccccc3c2=O)c1,2,-1,7,3,-8,-3,0.1,-4,0.2,10,0
Cc1nn2c(=S)[nH]nc2[nH]c1=O,9,2,-4,0,-8,4,-0.3,-6,0.0,-2,-17

# (list continues)
SMILES,HIF-2a inh,NR2E3 ag-1,Shn3 inh set2,NR2E3 ag-2,TWEAK-Fn14 inh,KKLEB tox,hiPSC survival,Peg3 promoter,aDG glyco act,TRPM1 prom inh,CF NFkB inh
COc1ccc(Cl)cc1NC(=O)CCc1nnc2ccc(N3CCN(C)CC3)nn12,12,1,-9,9,5,-8,0.9,9,-0.1,-6,22
COc1ccc(N(CC(C)C)S(=O)(=O)c2nnc(NC(=O)CC(C)C)s2)cc1,25,nt,9,-8,3,-2,0.7,9,-0.1,5,-1
COc1ccc([N+](=O)[O-])cc1N(CC(=O)NC1CCCCC1)S(C)(=O)=O,20,4,-4,-8,-14,2,-0.2,5,-0.3,6,12
O=C(NCc1ccccc1)c1cccc2c(-c3cccnc3)coc12,-47,nt,-9,29,-1,-4,2.3,-28,0.7,nt,3
CCOc1cc(/C=N/Nc2cccc(C(=O)O)c2)ccc1OCC(=O)N1CCCCC1,-14,nt,-10,-22,11,6,0.0,-72,-0.3,-2,3
COc1ccc2nc(NC(=O)C3CCCN(S(=O)(=O)c4cccc5nsnc45)C3)sc2c1 (stereo not drawn),13,9,18,-4,25,4,-0.8,14,0.0,1,10
O=C(COC(=O)c1cccs1)NC1CCCCC1,-52,-3,-6,-14,-3,2,1.8,-44,0.0,9,-18
CCc1cc2c(SCC(=O)c3ccc(Cl)s3)ncnc2s1,-59,2,-25,-100,-32,-14,2.2,-60,-0.1,-14,14
Cc1ccc(-n2c(C)cc3c2CC(C)(C)CC3=O)cc1C,20,-1,6,-25,-9,-1,2.1,8,0.3,-4,5
O=C(COC(=O)c1ccc(O)cc1O)N=c1sccn1Cc1ccccc1Cl,-3,5,9,10,12,-12,-0.3,-3,-0.1,-1,15
Cc1cc(NC(=O)C2CC2)ncc1NC(=O)c1ccccn1,-158,1,-72,-47,-14,10,0.2,-185,0.4,-60,-8
COc1ccc(N2CCN(c3ccc(N4C(=O)CC(C)C4=O)cc3[N+](=O)[O-])CC2)cc1 (stereo not drawn),2,2,18,31,10,6,0.3,1,0.0,2,-13
COc1ccc(CCN=CC2=C(O)CCCC2=O)cc1OC,9,-1,4,-16,3,-3,1.5,7,-0.1,0,7
COC(CNC(=O)c1ccc(CS(=O)(=O)c2ccccc2)o1)OC,17,-2,-11,-13,8,4,-0.5,6,-0.2,7,-2
CCCc1nn2c(=O)cc(CSCC(=O)Nc3cccc(C)c3)nc2s1,5,0,-8,8,-15,6,-0.5,2,-0.1,-6,2
CCSc1nnc(NC(=O)[C@@H](NC(=O)c2ccccc2)C(C)C)s1,13,1,-3,12,6,3,1.1,10,0.1,-5,-6
C/C(=N\NC(=O)c1cc(C(C)(C)C)[nH]n1)C12CC3CC(CC(C3)C1)C2,3,6,-5,-2,-30,-4,-0.4,17,0.6,1,7
COc1ccc(N2CSC(=S)N(c3ccc(OC)cc3)C2)cc1,-67,nt,5,-2,-8,-4,0.6,-44,0.2,nt,8
CC(OC(=O)c1cc(S(=O)(=O)N(C)c2ccccc2)ccc1Cl)C(=O)Nc1ccc2c(c1)OCCO2 (stereo not drawn),15,2,0,-30,24,-5,-0.6,0,-0.2,-6,8
Cc1cccc(NC(=O)CSc2nsc(SCC(=O)Nc3cccc(C)c3)c2C#N)c1,-44,0,-26,3,0,-26,-2.5,-41,0.4,-17,6
Cc1ccc(NC(=O)Cc2ccc(-n3cccc3)cc2)c(C)c1,9,-1,-20,-30,-5,0,5.6,20,-0.1,2,17
Cc1ccc(/C=C/C(=O)Nc2ccc([N+](=O)[O-])c(NC(=O)/C=C/c3ccc(C)o3)c2)o1,-2,-1,12,-34,25,10,-1.2,9,0.0,4,-11
Cc1ccc(N(C(=O)c2snc(C(N)=O)c2N)C(CC(C)C)C(=O)NC2CCCC2)cc1 (stereo not drawn),29,4,13,-17,-7,-1,-0.5,5,0.2,1,20
Cc1noc(C)c1COC(=O)c1ccc2c(c1)S(=O)(=O)c1ccccc1C2=O,-4,4,9,-8,-3,-1,1.1,1,-0.1,1,-4
COc1ccc(N(C(=O)CNC(=O)c2ccco2)C(C(=O)NC2CCCC2)c2ccco2)cc1 (stereo not drawn),7,2,-15,1,3,2,-0.3,13,0.0,6,-12
COc1ccc(Oc2ccc(/C=C/C(=O)c3ccc(O)cc3)cc2[N+](=O)[O-])cc1,91*,1,53,34,69*,-20,-2.9,108*,-0.6,81*,35
CCOc1ccccc1C(=O)OCC(=O)Nc1ncc(C(F)(F)F)cc1Cl,13,0,9,-10,-2,5,-4.2,0,0.1,7,-2
CNc1cc(=O)n(C)c(=O)n1-c1ccccc1,14,3,14,1,22,-3,1.1,1,-0.1,5,0
COc1ccc(-c2csc(N(CCCN(C)C)C(=O)c3ccc(C(C)(C)C)cc3)n2)cc1,8,3,64,9,-26,0,-0.6,-4,1.4,-1,4
Cc1cccc(C(=O)N[C@H](C(=O)OCC(=O)NC(=O)c2cccn2C)C(C)C)c1,9,-4,-12,6,9,1,-1.6,10,-0.3,-5,-10
C=CCn1c(SCC(=O)Nc2nnc(C)s2)nnc1-c1cccnc1,4,1,-7,-17,-1,3,1.3,4,-0.3,4,14
CC(NC(=O)C(Cc1ccccc1)N1C(=O)C2C3CCC(C3)C2C1=O)c1ccccc1 (stereo not drawn),10,-2,-1,16,3,4,2.3,13,0.3,-7,7
Cc1ccccc1Cn1c(=O)n(C)c(=O)c2sccc21,14,-4,13,-15,-12,-11,-0.6,20,0.3,17,-19
COc1ccc(NC(=O)CN2C(=O)C(C)SC(C)C2=O)cc1 (stereo not drawn),-9,-2,-17,-27,11,6,1.4,-10,-0.3,-7,-4
C/C(CC(=O)Nc1ccc([N+](=O)[O-])cc1)=N/NC(=O)C1CC12CCC2 (stereo not drawn),-10,5,5,-17,-10,-6,-0.1,5,-0.5,2,5
N#Cc1cn(Cc2ccco2)c(=O)[nH]c1=O,9,nt,7,21,1,0,-2.6,-11,-0.2,8,-24
